From PubChem BioAssay
TDP43 rescue = inhibitors of TDP-43 toxicity in yeast; 1.8% of 410,000 active; TDP-43 expressing yeast growth rescue, BacTiter-Glo, 24 h; AID 652104; Potency, µM (highest dose often 46.1 µM), for the others: at the top dose growth rescue (activation), most hits filed as activators; further: potency means the concentration at half of the fitted maximal effect; % of control where 0% means no effect; nearly all actives have a fitted effect of over 50% in size
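Yeast cells expressing TDP-43 under galactose induction are exposed to compounds for 24 hr at 30 deg C. BacTiter-Glo luminescence measures growth, so protective compounds score as activators.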
Abeta rescue = compounds reversing amyloid beta toxicity in yeast. yeast expressing A-beta42, growth rescue, OD600, 48 h; response scale: 0% DMSO, 100% iron-clioquinol control. Potency, µM (highest dose often 46.1 µM), for the others: top-dose growth rescue, usual class: activators. 0.063% of 410,000 active. AID 1347071; further: potency means the concentration at half of the fitted maximal effect; nearly all actives have a fitted effect of over 55% in size
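Yeast growth medium received pinned compounds, then yeast cells expressing toxic A-beta were added; plates incubated at 30 C for 48 hr. Growth read as absorbance at 600 nm, normalized to DMSO and equimolar FeCl3 plus clioquinol controls.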
PTHR1 agonist = activates the human parathyroid hormone receptor PTHR1. HEK293 GP2 PTHR1 cells, GloSensor cAMP luminescence, 1 h. Potency, µM (top dose mostly 115 µM), for the others: top-dose activation, hits mostly activators. 0.075% of 410,000 active. AID 743266; further: potency means the concentration at half of the fitted maximal effect; nearly all actives have a fitted effect of over 55% in size; some results filed as inactive show a strong effect at the top dose; inactives centre near -15; many of its hits are not listed in these tables
Target sequence (Q03431 whole entry, looked up): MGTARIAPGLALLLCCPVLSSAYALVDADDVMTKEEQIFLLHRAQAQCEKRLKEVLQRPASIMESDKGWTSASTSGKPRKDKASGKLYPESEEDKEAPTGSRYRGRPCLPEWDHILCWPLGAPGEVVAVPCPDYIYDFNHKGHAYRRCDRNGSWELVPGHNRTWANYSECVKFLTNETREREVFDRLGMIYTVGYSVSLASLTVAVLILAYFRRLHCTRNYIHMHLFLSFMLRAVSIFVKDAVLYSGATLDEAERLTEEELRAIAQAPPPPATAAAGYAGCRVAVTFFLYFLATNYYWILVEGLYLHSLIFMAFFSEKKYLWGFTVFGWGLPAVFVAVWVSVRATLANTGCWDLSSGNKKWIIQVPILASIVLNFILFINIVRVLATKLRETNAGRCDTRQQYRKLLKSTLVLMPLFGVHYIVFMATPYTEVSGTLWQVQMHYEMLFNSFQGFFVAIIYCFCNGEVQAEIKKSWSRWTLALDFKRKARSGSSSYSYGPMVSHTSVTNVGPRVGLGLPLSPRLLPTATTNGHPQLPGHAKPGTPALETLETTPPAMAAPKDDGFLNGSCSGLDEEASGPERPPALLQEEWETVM
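HEK-293-derived GP2 cells expressing PTHR1 and a GloSensor cAMP reporter, 3,000/well, plated overnight, given luciferin plus IBMX (each 0.5 mM as added) for 1 h at 37 °C, then compound for 1 h at 37 °C. Luminescence was read after 15 min at room temperature.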
aSyn yeast inh = rescues yeast growth from alpha-synuclein toxicity | AID 652106 | Potency, µM (highest dose often 46.1 µM), for the others: at the top dose growth rescue (activation), actives largely listed as activators | Yeast expressing alpha-synuclein, growth rescue, BacTiter-Glo, 24 h | 0.14% of 370,000 active; further: potency means the concentration at half of the fitted maximal effect; % of control where 0% means no effect; nearly all actives have a fitted effect of over 65% in size
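Readout is rescue of growth in alpha-synuclein-expressing yeast, so inhibitors of toxicity appear as activators. Growth after 24 hr at 30 deg C in galactose medium is quantified by luminescence.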
FUS yeast rescue = FUS proteinopathy suppression in yeast; S. cerevisiae FUS-expressing, growth rescue, OD600, 24 h; Potency, µM (series often up to 76.6 µM), inactives show at the highest dose growth rescue (activation), usual class: activators; 0.24% of 390,000 active; AID 1347120;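 further: potency means the concentration at half of the fitted maximal effect; plate controls were DMSO vehicle for no effect and reference control for full effect; nearly all actives have a fitted effect of over 55% in size; some results filed as inactive show a strong effect at the top dose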
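Restored growth of FUS-toxic S. cerevisiae, read as 600 nm absorbance after 24 h at 30C in galactose medium (starting OD 0.005). Controls CP55940 and DMSO.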
HEK293 tox = cytotoxicity in counter-screen for GLP-1R inverse agonists; 0.13% of 410,000 active; HEK293 cAMP-luciferase reporter cells, luminescence, 24 h; AID 624418; Potency, µM (doses to about 38.3 µM), without a hit: at the top dose activity change, negative = inhibition, usual class: inhibitors;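 further: loss of luciferase light is scored as toxicity; potency means the concentration at half of the fitted maximal effect; on the % scale 0 is the no-effect control and ±100 the full control effect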
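Seeding density was 200 cells/uL; after overnight-length (12 h) culture, 23 nL compounds went on for 24 h at 37 °C. Readout used a luciferase detection reagent, luminescence taken after 12 min at room temperature.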
Akt phos inh = inhibitors of Akt phosphorylation; Neuro2A IGF-stimulated pAkt S473 HTRF, 20 min; stronger effect = lower value; activity change, % for hits at 50 µM; 0.32% of 360,000 active; in the data active means activity change below about -80%; inconclusive means mostly about -51% to -80%; further: on the % scale 0 is the no-effect control and ±100 the full control effect
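Single-point screen (50 µM final compound) in Neuro2A cells stimulated 20 min with 6 nM IGF at 37 deg C. After lysis, Ser473-phosphorylated Akt read by HTRF (ex 330 nm, em 615/665 nm) as the 665/615 ratio.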
GLP1R inv ag = inverse agonists of human GLP-1 receptor; 1.6% of 410,000 active; AID 624417; HEK293 GLP-1R CRE-luciferase, luminescence, 24 h; GLP-1R form is constitutively active; P43220; Potency, µM (doses to about 38.3 µM), without a hit: at the top dose activity change, negative = inhibition, most hits filed as inhibitors; further: potency means the concentration at half of the fitted maximal effect; on the % scale 0 is the no-effect control and ±100 the full control effect; nearly all actives have a fitted effect of over 55% in size
Target sequence (P43220 whole entry, looked up): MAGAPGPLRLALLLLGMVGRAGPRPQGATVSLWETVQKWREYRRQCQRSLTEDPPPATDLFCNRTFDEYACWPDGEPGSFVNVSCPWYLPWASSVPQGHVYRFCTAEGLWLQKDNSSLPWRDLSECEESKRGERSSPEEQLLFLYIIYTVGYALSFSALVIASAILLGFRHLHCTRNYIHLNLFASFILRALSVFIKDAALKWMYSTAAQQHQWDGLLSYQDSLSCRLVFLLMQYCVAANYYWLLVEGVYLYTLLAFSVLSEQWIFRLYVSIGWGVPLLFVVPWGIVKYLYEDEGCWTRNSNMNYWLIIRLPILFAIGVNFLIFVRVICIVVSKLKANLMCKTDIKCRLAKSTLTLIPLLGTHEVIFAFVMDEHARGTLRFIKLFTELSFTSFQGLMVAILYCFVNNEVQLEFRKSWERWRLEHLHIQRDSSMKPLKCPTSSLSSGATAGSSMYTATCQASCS
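qHTS in 1536-well format: reporter HEK293 cells expressing constitutive GLP-1R activity in DMEM + 10% Nu serum, 24 hr with compounds at 37 deg C, luminescence read after 12 min with detection reagent.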
Mm-Cpn inhibitor = blocks the Methanococcus maripaludis chaperonin Mm-Cpn; purified Mm-Cpn ATPase, ADP Transcreener TR-FRET; Potency, µM (series often up to 76.9 µM), for inactives: top-dose activity, negative = inhibition, most hits filed as inhibitors; 0.031% of 330,000 active; AID 504842; further: potency means the concentration at half of the fitted maximal effect; on the % scale 0 is the no-effect control and ±100 the full control effect; nearly all actives have a fitted effect of over 80% in size
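Reaction buffer contained 30 mM Tris pH 7.4, 100 mM KCl, 5 mM MgCl2 and 1 mM DTT. Mm-CPN (25 nM final) hydrolysed 10 uM ATP over 30 min at 37°C; ADP was read by HTRF.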
The depositor's hits bear a star; i = inactive; ? = inconclusive; · = not tested or not shown; [ ] = another dose, or the depositor's remark. Unless noted, the call rests on the fitted dose curve; in most records, active means well fitted curve in the direction sought with a large enough effect; inconclusive means small, poorly fitted or top-dose-only effect, or another doubt; inactive means no such curve, though single readings can be large; an effect the other way counts as inactive or inconclusive. A portion of the library; rates above refer to the full screens.

SMILES	TDP43 rescue	Abeta rescue	PTHR1 agonist	aSyn yeast inh	FUS yeast rescue	HEK293 tox	Akt phos inh	GLP1R inv ag	Mm-Cpn inhibitor
CCCCCCCCC(NC(=O)c1ccc(C#N)cc1)C(=O)NCCC (configuration not stated)	9%	2%	-23%	1%	3%	?	i	10%	0%
N#Cc1c(-c2ccncc2)cc(-c2ccc(F)cc2)nc1N	6%	5.6µM*	i	1%	18%	5%	i	64%[activator]	0%
COc1ccc([C@H]2C(C(=O)O)=C[C@@H](CC3CCCC3)N2S(=O)(=O)c2ccc(C)cc2)cc1OC	17%	17%	-12%	0%	36%	-22%	i	-14%	0%
COc1ccc(NC(=O)CN(C)Cc2c(F)cccc2Cl)cc1S(=O)(=O)N1CCCCC1	11%	-3%	-5%	4%	15%	13%	i	8%	-3%
O=C(COC(=O)/C=C/c1ccc(F)cc1)Nc1ccc(S(=O)(=O)N2CCOCC2)cc1	5%	-4%	-7%	-1%	·	-6%	i	15%	2%
CCc1ccc(CN(C)C(=O)c2ccc3c(c2)OCCO3)cc1	14%	6%	-1%	15%	-5%	9%	i	-22%	-2%
Cc1ccc(CSCCNC(=O)c2ccccc2)cc1	19%	-9%	-4%	-5%	·	5%	i	?	1%
CCOc1ccc(/C=C/c2nc3ccccc3n2S(=O)(=O)c2ccc(Br)cc2)cc1	-21%	-27%	-38%[inhibitor]	·	-6%	-3%	·	-20%	·
Cc1cc(NC2CCCCC2)nc2ccccc12	-11%	-9%	?	-3%	-3%	?	i	?	3%
COc1ccccc1CNC(=O)C[n+]1ccccc1	17%	-1%	i	3%	-8%	-16%	i	9%	0%
c1ccc(C2CSc3ccccc3N2)cc1 (configuration not stated)	13%	-1%	-24%	0%	-15%	-8%	i	-23%	-4%
Cc1oc2cc3oc(=O)c(CCC(=O)N4C[C@H]5C[C@@H](C4)c4cccc(=O)n4C5)c(C)c3cc2c1C	-1%	-15%	-5%	1%	?	-4%	i	48%[activator]	-4%
COc1ccccc1NC(=O)CCC(=O)OCc1ccc(Cl)cc1	?	4%	i	3%	-5%	12%	i	21%	1%
Cc1ccnc(SCCn2c(N3CCN(c4ccccc4)CC3)nc3c2c(=O)[nH]c(=O)n3C)n1	18%	5%	-57%[inhibitor]	-8%	7%	1%	i	14%	1%
C/C(=N\OC(=O)c1ccc(C)cc1)c1c(C)nc2cc(C)ccn12	1%	7%	25%	-16%	20%	5%	i	3%	-3%
O=C(Nc1sc2c(c1C(=O)O)CCC2)c1cccs1	-92%[inhibitor]	-80%[inhibitor]	-38%[inhibitor]	-68%[inhibitor]	·	-1%	i	-4%	0%
O=c1c2c(nc3n1CCCCC3)sc1c(O)c(Br)ccc12	1%	-42%[inhibitor]	-23%[57.5 µM]	-5%	33%	-6%	i	?	-3%
CCc1cccc(C)c1NC(=O)COC(=O)Cn1c(C)csc1=O	0%	-1%	-7%	0%	5%	6%	i	8%	1%
O=C(COc1ccccc1)Nc1cc(NC(=O)COc2ccccc2)cc(C(=O)O)c1	0%	6%	-8%	12%	-3%	-5%	i	0%	-4%
COc1cccc(OCc2nn3c(=O)c(-c4ccccc4)nnc3s2)c1	-5%	10%	i	-10%	-11%	-6%	i	17%	-3%
COC(=O)c1ccc(C)c(NC(=O)CN(c2ccc3c(c2)OCO3)S(C)(=O)=O)c1	10%	-2%	i	4%	-14%	13%	i	8%	·
O=C(c1cccc(C(=O)N2CCc3ccccc32)n1)N1CCc2ccccc21	9%	9%	-6%[57.5 µM]	14%	-3%	-2%	i	-20%	-4%
C=C(C)Cn1c(NCCC)nc2c1c(=O)n(C)c(=O)n2C	12%	0%	-6%	-1%	-22%	4%	i	21%	-6%
O=C(Cn1c2ccccc2c(=O)c2cc([N+](=O)[O-])ccc21)Nc1ccccc1Cl	4%	-1%	-25%	0%	10%	2%	i	18%	2%
O=C(Nc1ccccc1N1CCCCC1)c1ccc2nccnc2c1	?	-26%	i	1%	5%	15%	i	-9%	-1%
CC1(C)SC2c3ccccc3C(=O)N2[C@@H]1C(=O)O (some centres not stated)	-17%	-4%	12%	-2%	-5%	-1%	i	8%	-3%
CCOC(=O)N1CCN(C(=O)c2cc(COc3c(F)cccc3F)on2)CC1	15%	-15%	-42%	1%	·	-4%	i	4%	1%
COc1ccc(S(=O)(=O)N2CCc3ccccc32)cc1C(=O)Nc1cccnc1	-11%	-7%	i	-12%	15%	-7%	i	65%[activator]	0%
O=C(N/N=C/c1ccc(F)cc1)c1cc(-c2ccc3c(c2)OCO3)n[nH]1	-17%	-8%	-27%	-5%	15%	?	i	?	4%
CCC(C)NC(=O)c1cc2cc(S(=O)(=O)N3CCCCC3)ccc2n1C (configuration not stated)	12%	-2%	-89%[inhibitor]	·	16%	-6%	·	-5%	·

Eight structures already listed, sorted by heavy-atom count, ascending:
SMILES	TDP43 rescue	Abeta rescue	PTHR1 agonist	aSyn yeast inh	FUS yeast rescue	HEK293 tox	Akt phos inh	GLP1R inv ag	Mm-Cpn inhibitor
COc1ccccc1CNC(=O)C[n+]1ccccc1	17%	-1%	i	3%	-8%	-16%	i	9%	0%
CCc1ccc(CN(C)C(=O)c2ccc3c(c2)OCCO3)cc1	14%	6%	-1%	15%	-5%	9%	i	-22%	-2%
COc1ccccc1NC(=O)CCC(=O)OCc1ccc(Cl)cc1	?	4%	i	3%	-5%	12%	i	21%	1%
O=C(Nc1ccccc1N1CCCCC1)c1ccc2nccnc2c1	?	-26%	i	1%	5%	15%	i	-9%	-1%
CCC(C)NC(=O)c1cc2cc(S(=O)(=O)N3CCCCC3)ccc2n1C (configuration not stated)	12%	-2%	-89%[inhibitor]	·	16%	-6%	·	-5%	·
CCOc1ccc(/C=C/c2nc3ccccc3n2S(=O)(=O)c2ccc(Br)cc2)cc1	-21%	-27%	-38%[inhibitor]	·	-6%	-3%	·	-20%	·
O=C(COc1ccccc1)Nc1cc(NC(=O)COc2ccccc2)cc(C(=O)O)c1	0%	6%	-8%	12%	-3%	-5%	i	0%	-4%
COc1ccc(NC(=O)CN(C)Cc2c(F)cccc2Cl)cc1S(=O)(=O)N1CCCCC1	11%	-3%	-5%	4%	15%	13%	i	8%	-3%

Carrying on:
SMILES	TDP43 rescue	Abeta rescue	PTHR1 agonist	aSyn yeast inh	FUS yeast rescue	HEK293 tox	Akt phos inh	GLP1R inv ag	Mm-Cpn inhibitor
O=C(CCN1C(=O)c2ccccc2C1=O)NCCC1=CCCCC1	-13%	-4%	-28%[57.5 µM]	-20%	33%	-2%	i	-19%	1%
Cc1noc(C)c1S(=O)(=O)N(CC(=O)NCCc1ccc(Cl)cc1)c1ccc(C(C)C)cc1	12%	-1%	-37%[inhibitor]	·	-11%	4%	·	-23%	·
O=C(CCN1C(=O)/C(=C/c2cccs2)SC1=S)Nc1cccc(O)c1	-10%	-6%	-10%	1%	21%	?	i	?	-2%
CCOc1cc(/C=N/n2cnnc2)ccc1OS(=O)(=O)c1ccc(C)cc1	21%	-2%	-9%	2%	26%	-2%	i	10%	-1%
O=C(CCOc1cccc(Br)c1)NNC(=O)COc1ccc(F)cc1	19%	-1%	i	4%	-10%	-6%	i	-18%	-6%
N#Cc1ccc(C(=O)OCC(=O)NC(=O)NCc2ccccc2)cc1	-1%	5%	i	4%	-1%	6%	i	9%	-5%
COc1cc(C(O)c2nc(-c3csc4ccccc34)cs2)ccc1F (configuration not stated)	20µM*	?	-58%[inhibitor]	?	33%	-17%	i	?	·
Cc1ccc(C2(SCC(N)C(=O)O)c3ccccc3-c3ccccc32)cc1 (configuration not stated)	0%	9%	-3%	12%	·	-5%	i	?	·
CN1CCN(c2nc3ccccc3nc2C(C#N)S(=O)(=O)c2ccccc2)CC1 (configuration not stated)	13%	-1%	i	14%	16%	8%	i	?	-1%
N=c1ncn(CC(O)CN2CCOCC2)c2nc(N3CCOCC3)[nH]c12 (configuration not stated)	-18%	-3%	-1%	0%	10%	1%	i	0%	1%
O=C(CCS(=O)(=O)c1ccccc1)Nc1ccccc1F	3%	-3%	i	0%	-20%	5%	i	3%	2%
COc1cccc(OC)c1NC(=O)Cn1nc(-c2ccc3c(c2)OCCO3)ccc1=O	4%	-8%	-14%	-5%	-3%	-4%	i	-5%	-4%
CC1=C(C(=O)N(C)C)C(c2ccccc2OC(F)F)NC(=O)N1 (configuration not stated)	-23%	-10%	i	-5%	11%	2%	i	8%	-1%
CC(=O)Oc1ccc(-c2cccc(C(=O)OCC(=O)Nc3ccccc3Oc3ccccc3)c2)cc1	-21%	-12%	-11%	-8%	21%	15%	i	5%	-3%
CCC(=O)Nc1sc2c(c1C(=O)Nc1ccc(Br)cc1)CCCCC2	2%	2%	16%	·	43%	1%	·	-21%	·
CC(=O)c1cccc(Oc2ncccn2)c1	1%	9%	-12%	4%	-35%	15%	i	9%	0%
COc1ccc2c(c1)OC[C@H]1[C@H]2N2C(=O)c3cc(OC)ccc3NC(=O)[C@@]2(C)[C@H]1c1ccccc1	5µM*	-72%[inhibitor]	-17%	20%	21%	2%	i	-14%	-15%
COCCCN1C(=O)c2[nH]nc(-c3ccccc3O)c2C1c1ccc(Cl)cc1 (configuration not stated)	9%	10%	-19%	-1%	20%	-12%	i	0%	1%

Individual results from above.
Entry for N=c1ncn(CC(O)CN2CCOCC2)c2nc(N3CCOCC3)[nH]c12 (configuration not stated) in GLP1R inv ag: 0%
Entry for CCOc1cc(/C=N/n2cnnc2)ccc1OS(=O)(=O)c1ccc(C)cc1 in aSyn yeast inh: 2%
